Screening data: PubChem, several laboratories
KCNQ1 inh = blocks the human KCNQ1 potassium channel. P51787. CHO-K1 KCNQ1, FluxOR thallium flux fluorescence; active compounds read high. B-score at 10 µM. 310,000 tested, 1.3% active. AID 2642;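 active means compounds whose thallium flux B-score, printed positive for inhibition, exceeds three library SD while starting fluorescence stays within three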;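 further: channel opened by potassium depolarization with thallium stimulus after 20 min compound exposure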
KCNK9 block = blocks the human KCNK9 two-pore domain potassium channel; Q9NPC2; 310,000 tested, 1.2% active; HEK293 KCNK9, FluxOR thallium flux fluorescence; active compounds read low; B-score at 10 µM;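 active means ratio B-score over 3 SD below the library mean, with starting fluorescence within 5 SD of its mean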;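 further: negative B-score means less thallium flux so channel inhibition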
hERG rescue = shields human hERG channel from block by proarrhythmic agents; Q12809; CHO-hERG, FluxOR thallium flux, dofetilide IC70 present; activation (rescue from dofetilide block), less the hit threshold, % at 10 µM; 310,000 tested, 0.51% active; AID 1511;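 active means activation above the mean of controls blocked by dofetilide plus 5 SD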;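 further: thallium influx through hERG after potassium depolarization seen as dye fluorescence rise; in these data hits start at about 4.7%; inactives centre near -7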
Target sequence (Q12809 whole entry, looked up): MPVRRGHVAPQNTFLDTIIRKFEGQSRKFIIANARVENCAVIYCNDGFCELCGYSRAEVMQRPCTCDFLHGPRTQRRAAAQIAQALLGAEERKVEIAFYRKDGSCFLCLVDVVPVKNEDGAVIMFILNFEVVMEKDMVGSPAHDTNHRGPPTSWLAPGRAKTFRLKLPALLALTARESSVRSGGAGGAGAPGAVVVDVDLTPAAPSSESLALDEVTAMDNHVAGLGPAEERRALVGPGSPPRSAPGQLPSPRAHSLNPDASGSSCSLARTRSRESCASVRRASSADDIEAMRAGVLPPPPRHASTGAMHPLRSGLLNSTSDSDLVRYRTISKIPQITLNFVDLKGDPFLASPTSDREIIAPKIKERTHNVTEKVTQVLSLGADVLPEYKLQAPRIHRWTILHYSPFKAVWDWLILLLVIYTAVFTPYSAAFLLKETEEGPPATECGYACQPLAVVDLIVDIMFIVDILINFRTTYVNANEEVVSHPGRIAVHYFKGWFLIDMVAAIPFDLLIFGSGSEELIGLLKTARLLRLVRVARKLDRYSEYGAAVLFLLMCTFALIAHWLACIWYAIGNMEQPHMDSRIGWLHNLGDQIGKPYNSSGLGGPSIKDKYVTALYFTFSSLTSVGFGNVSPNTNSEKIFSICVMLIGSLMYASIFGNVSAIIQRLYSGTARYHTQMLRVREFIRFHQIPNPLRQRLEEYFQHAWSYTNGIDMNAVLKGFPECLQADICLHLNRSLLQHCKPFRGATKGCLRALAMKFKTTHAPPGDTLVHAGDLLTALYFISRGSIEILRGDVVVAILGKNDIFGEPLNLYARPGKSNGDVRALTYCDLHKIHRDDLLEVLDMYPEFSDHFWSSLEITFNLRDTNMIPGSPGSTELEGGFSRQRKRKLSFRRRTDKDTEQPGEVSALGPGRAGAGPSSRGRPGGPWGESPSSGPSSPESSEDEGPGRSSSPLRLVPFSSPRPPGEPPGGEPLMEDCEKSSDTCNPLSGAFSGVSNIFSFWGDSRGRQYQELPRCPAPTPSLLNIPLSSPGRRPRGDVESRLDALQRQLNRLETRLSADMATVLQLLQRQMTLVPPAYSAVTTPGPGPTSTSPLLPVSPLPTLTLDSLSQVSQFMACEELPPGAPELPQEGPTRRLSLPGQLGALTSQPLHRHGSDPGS
DYRK1A inh = blocks rat Dyrk1A kinase activity | Q63470 | ADP-Glo luminescence, NFATc1 peptide | inhibition, % at 12.5 µM | 310,000 tested, 0.43% active; in the data active means inhibition above about 50%;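 further: plate controls were vehicle with enzyme for no effect and no enzyme for full effect; many of its hits are not listed in these tables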
GSK3A inh = blocks human GSK-3 alpha kinase; P49840; ADP-Glo luminescence, 60 min; inhibition, % at 10 µM; 320,000 tested, 0.1% active;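 in the data active means inhibition above about 50%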;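 further: GST-tagged GSK-3 alpha with peptide substrate and 25 µM ATP; 0% = DMSO neutral wells and 100% = GW8510 positive control wells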
RGS4 inh = human RGS4 inhibition; P49798; HEK293 M3R/RGS4 inducible, Fluo-4 calcium flux; active compounds read high; triggered by carbachol at its EC20; B-score at 10 µM; 310,000 tested, 0.45% active; AID 463165;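 active means B-score, a plate-corrected calcium signal, over three deviations above library mean, with baseline fluorescence within five deviations of library mean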;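 further: RGS4 expression induced by doxycycline in cells with stable M3 receptor; B-score is computed from the integrated fluorescence ratio over baseline after carbachol; higher B-score means a larger calcium signal and so more RGS4 inhibition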
PolyA inh = blocks polyadenylation in yeast reporter cells | S. cerevisiae SKY197-pL101 polyadenylation reporter, beta-gal luminescence; efflux-impaired pdr1/pdr3 knockout yeast; score 100 = 6 SD above DMSO | calls only at 12 µM | 300,000 tested, 0.02% active;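 active means lowest replicate activity score at least 50, where 100 means six control SD above control mean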;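 further: yeast exposed to compound for 9 h at 30 °C; higher score means more reporter readthrough which indicates perturbed polyadenylation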
KCNQ1 pot = human KCNQ1 channel potentiation or activation | P51787 | CHO-K1 KCNQ1, thallium flux FluxOR fluorescence; active compounds read high | 310,000 tested, 0.35% active | B-score at 10 µM;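 active means fluorescence ratio B-score, a plate-corrected score, at least three library SD, with initial intensity B-score within 5 SD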
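Schedule – 37 °C overnight plating, 90-min dark dye load, 20-min compound pretreatment · System – stable KCNQ1 CHO-K1 line · Probe or stimulus – thallium- and potassium-containing depolarizing buffer · Measured by – kinetic FluxOR fluorescence, 10 s baseline plus 110 s post-stimulus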
KCNK3 inh = human KCNK3 channel inhibition, primary screen; O14649; CHO-KCNK3 thallium flux, FluxOR fluorescence; active compounds read low; B-score at 10 µM; 340,000 tested, 0.84% active;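 active means B-score under library mean minus 4 SD, starting fluorescence ratio at most library mean plus 5 SD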;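 further: more negative B-score means stronger inhibition of thallium flux through KCNK3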
GSK3B inh = human GSK3beta kinase inhibition | GST-GSK3beta kinase, ADP-Glo luminescence, 60 min; active compounds read low | activity score (negative = inhibition), % at 10 µM | 300,000 tested, 0.038% active | AID 2097;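 active means more than half of replicate wells score below -50%, meaning over 50% inhibition versus plate controls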;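 further: 0% = median DMSO wells and -100% = median GW8510 positive control wells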
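Assay system: GST-tagged human GSK3beta kinase, cell-free; Input: 1.6 ng GSK3beta; Medium: Tris/MgCl2 kinase buffer; Timing: 60 min enzyme reaction, room temperature; Signal: ADP-Glo luminescence quantifying ADP generated by kinase; Evaluation: score relative to plate controls; Benchmarks: DMSO neutral wells and GW8510 at 20 µM as positive.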
RGS4 act = RGS4 potentiation or activation. 310,000 tested, 0.92% active. B-score at 10 µM. HEK293 M3R/inducible RGS4, carbachol calcium flux Fluo4; active compounds read low. AID 463111;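 active means B-score of the integrated calcium signal more than 4 SD below the library mean, with starting fluorescence not abnormally high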;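 further: negative B-score means reduced calcium response which marks RGS4 activation or potentiation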
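Reagent: ECmax carbachol challenge; Test system: M3R-expressing HEK293 line, RGS4 induced by doxycycline; Schedule: overnight RGS4 induction, 30 min dye load 37 °C, 20 min compound RT; Detection: calcium dye Fluo4 fluorescence; Read-out: Agonist-evoked peak-minus-minimum fluorescence over baseline, integrated ratio, B score.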
An asterisk follows results filed as active. Only part of the results is shown; the hit share may differ from the screen's.

For CCOc1ccc(Br)cc1S(=O)(=O)Nc1ccc(C(=O)Nc2ccc(C)cc2)cc1 the results were KCNQ1 inh inactive, KCNK9 block -7.1*, hERG rescue -4, DYRK1A inh 1, GSK3A inh -2, RGS4 inh inactive, PolyA inh inactive, KCNQ1 pot inactive, KCNK3 inh inactive, GSK3B inh 3 and RGS4 act inactive.
For O=C(CSc1nc2ccccc2[nH]1)NCc1ccc2c(c1)OCO2 the results were KCNQ1 inh inactive, KCNK9 block inactive, hERG rescue -15, DYRK1A inh 17, RGS4 inh inactive, PolyA inh inactive, KCNQ1 pot inactive, KCNK3 inh inactive, GSK3B inh -1 and RGS4 act inactive.
Screening COc1ccc(S(=O)(=O)N(C)c2ccc(OC(=O)C(C)Oc3ccc(F)cc3)cc2)cc1 (stereo not drawn) returned KCNQ1 inh inactive, KCNK9 block inactive, hERG rescue -14, DYRK1A inh 9, GSK3A inh -1, RGS4 inh inactive, PolyA inh inactive, KCNQ1 pot inactive, KCNK3 inh inactive, GSK3B inh -1 and RGS4 act inactive.
Screening COCCN(Cc1nc(-c2ccc(-c3ccccc3)cc2)oc1C)C(C)C returned KCNQ1 inh inactive, KCNK9 block inactive, hERG rescue -15, DYRK1A inh -2, GSK3A inh 0, RGS4 inh inactive, PolyA inh inactive, KCNQ1 pot inactive, KCNK3 inh inactive, GSK3B inh 2 and RGS4 act inactive.
`O=C(CSc1nnc(-c2ccncc2)n1Cc1ccco1)Nc1ccccc1F` gave KCNQ1 inh inactive, KCNK9 block -6.9*, hERG rescue -6, DYRK1A inh -7, GSK3A inh 0, RGS4 inh inactive, PolyA inh inactive, KCNQ1 pot inactive, KCNK3 inh inactive, GSK3B inh 0 and RGS4 act inactive.
For CCc1nnc(NC(=O)Cc2cccs2)s1 the results were KCNQ1 inh inactive, KCNK9 block inactive, hERG rescue -17, DYRK1A inh 0, GSK3A inh 0, RGS4 inh inactive, PolyA inh inactive, KCNQ1 pot inactive, KCNK3 inh inactive, GSK3B inh 1 and RGS4 act inactive.
`O=C(c1ccc(=O)oc1)N1CCN(C(c2ccccc2)c2ccccc2)CC1` gave KCNQ1 inh inactive, KCNK9 block inactive, hERG rescue -10, DYRK1A inh -1, GSK3A inh -3, RGS4 inh inactive, PolyA inh inactive, KCNQ1 pot inactive, KCNK3 inh inactive, GSK3B inh -1 and RGS4 act inactive.
CCc1ccc(NC(=O)C/C(C)=N/NC(=O)COc2ccc(C)cc2Br)cc1 was read as KCNQ1 inh inactive, KCNK9 block inactive, hERG rescue -11, DYRK1A inh 2, GSK3A inh -2, RGS4 inh inactive, PolyA inh inactive, KCNQ1 pot inactive, KCNK3 inh inactive, GSK3B inh 1 and RGS4 act inactive.
COc1cc(/C=N/NC(=O)c2cccc(S(=O)(=O)N3CCCCC3)c2)cc(Br)c1O was read as KCNQ1 inh inactive, KCNK9 block inactive, hERG rescue 0, DYRK1A inh -2, GSK3A inh -1, RGS4 inh inactive, PolyA inh inactive, KCNQ1 pot inactive, KCNK3 inh inactive, GSK3B inh 4 and RGS4 act inactive.
Cc1ccc(S(=O)(=O)NCC2CCC(C(=O)NCc3ccco3)CC2)cc1 (stereo not drawn) was read as KCNQ1 inh inactive, KCNK9 block inactive, hERG rescue -12, DYRK1A inh -2, GSK3A inh -1, RGS4 inh inactive, PolyA inh inactive, KCNQ1 pot inactive, KCNK3 inh inactive, GSK3B inh -7 and RGS4 act inactive.
`CCN(CC)c1ccc(C(=O)c2cnc(/N=C/N(C)C)s2)cc1` gave KCNQ1 inh inactive, KCNK9 block inactive, hERG rescue -22, GSK3A inh 5, RGS4 inh inactive, PolyA inh inactive, KCNQ1 pot inactive, KCNK3 inh inactive, GSK3B inh -3 and RGS4 act inactive.
Screening O=C(c1cnn2c(C(F)F)cc(-c3ccccc3)nc12)N1CCc2ccccc2C1 returned KCNQ1 inh inactive, KCNK9 block inactive, hERG rescue -12, DYRK1A inh -1, GSK3A inh 1, RGS4 inh inactive, PolyA inh inactive, KCNQ1 pot inactive, KCNK3 inh inactive, GSK3B inh 3 and RGS4 act inactive.
Screening Cc1cc(NC(=O)CSc2ccc(F)cc2)no1 returned KCNQ1 inh inactive, KCNK9 block inactive, hERG rescue -8, DYRK1A inh 9, GSK3A inh -2, RGS4 inh inactive, PolyA inh inactive, KCNQ1 pot inactive, KCNK3 inh inactive, GSK3B inh -1 and RGS4 act inactive.
Screening COc1ccc(CN(C)C(=O)c2ccc(COc3ccccc3)cc2)c(OC)c1 returned KCNQ1 inh inactive, KCNK9 block inactive, hERG rescue -9, DYRK1A inh -4, GSK3A inh -4, RGS4 inh inactive, PolyA inh inactive, KCNQ1 pot inactive, KCNK3 inh inactive, GSK3B inh -2 and RGS4 act inactive.
For COc1ccc(C(=O)NCc2nnc(SCC(=O)NC3CCCCC3)o2)cc1 the results were KCNQ1 inh inactive, KCNK9 block inactive, hERG rescue -2, DYRK1A inh -3, GSK3A inh 0, RGS4 inh inactive, PolyA inh inactive, KCNQ1 pot inactive, KCNK3 inh inactive, GSK3B inh -2 and RGS4 act inactive.
CC(C)(C)c1ccc(OCCC(=O)OCC(=O)NCc2ccccc2)cc1 was read as KCNQ1 inh inactive, KCNK9 block inactive, hERG rescue -13, DYRK1A inh 0, GSK3A inh -3, RGS4 inh inactive, PolyA inh inactive, KCNQ1 pot inactive, KCNK3 inh inactive, GSK3B inh 5 and RGS4 act inactive.
For CCOC(=O)c1cc(C#N)c(SCC(=O)Nc2ccc(C(C)=O)cc2)[nH]c1=O the results were KCNQ1 inh inactive, KCNK9 block inactive, hERG rescue -16, DYRK1A inh 3, GSK3A inh -1, RGS4 inh inactive, PolyA inh inactive, KCNQ1 pot inactive, KCNK3 inh inactive, GSK3B inh 7 and RGS4 act inactive.
For Cc1n[nH]c(C)c1CN(C)C(=O)C1CCC(=O)N(CC2CCCCC2)C1 (stereo not drawn) the results were KCNQ1 inh inactive, KCNK9 block inactive, hERG rescue -6, DYRK1A inh 2, GSK3A inh -1, RGS4 inh inactive, PolyA inh inactive, KCNQ1 pot inactive, KCNK3 inh inactive, GSK3B inh -2 and RGS4 act inactive.
`Cc1cccc(C)c1NC(=O)CNC(=O)c1cncc(Br)c1` gave KCNQ1 inh inactive, KCNK9 block inactive, hERG rescue -5, DYRK1A inh 7, GSK3A inh 1, RGS4 inh inactive, PolyA inh inactive, KCNQ1 pot inactive, KCNK3 inh inactive, GSK3B inh 1 and RGS4 act inactive.
Cc1nn(C)c(C)c1S(=O)(=O)N1CCC(C(=O)NC(C)c2ccccc2)CC1 (stereo not drawn) was read as KCNQ1 inh inactive, KCNK9 block inactive, hERG rescue -7, DYRK1A inh -6, GSK3A inh -1, RGS4 inh inactive, PolyA inh inactive, KCNQ1 pot inactive, KCNK3 inh inactive, GSK3B inh 2 and RGS4 act inactive.
`COc1ccc(-c2csc(NC(=O)CN3C(=O)NC4(CCCC4)C3=O)n2)cc1OC` gave KCNQ1 inh inactive, KCNK9 block inactive, hERG rescue -15, DYRK1A inh -2, GSK3A inh 1, RGS4 inh inactive, PolyA inh inactive, KCNQ1 pot inactive, KCNK3 inh inactive, GSK3B inh 6 and RGS4 act inactive.
Screening CNC(=O)CSc1nc(-c2ccccc2)c(-c2ccccc2)[nH]1 returned KCNQ1 inh inactive, KCNK9 block inactive, hERG rescue -3, DYRK1A inh -5, GSK3A inh 3, RGS4 inh inactive, PolyA inh inactive, KCNQ1 pot inactive, KCNK3 inh inactive, GSK3B inh 2 and RGS4 act inactive.
Screening N/C(=N\NS(=O)(=O)c1ccc(Cl)cc1)c1ccccn1 returned KCNQ1 inh inactive, KCNK9 block inactive, hERG rescue -1, DYRK1A inh -2, GSK3A inh -3, RGS4 inh inactive, PolyA inh inactive, KCNQ1 pot inactive, KCNK3 inh inactive, GSK3B inh -2 and RGS4 act inactive.
For Cc1cccc(C)c1NC(=O)C(NS(=O)(=O)c1cccs1)c1ccccc1 (stereo not drawn) the results were KCNQ1 inh inactive, KCNK9 block inactive, hERG rescue -7, DYRK1A inh -6, GSK3A inh -1, RGS4 inh inactive, PolyA inh inactive, KCNQ1 pot inactive, KCNK3 inh inactive, GSK3B inh -1 and RGS4 act inactive.
`O=C1COc2ccc(C(=O)COC(=O)c3ccc4ccccc4n3)cc2N1` gave KCNQ1 inh inactive, KCNK9 block inactive, hERG rescue -10, DYRK1A inh 3, GSK3A inh -2, RGS4 inh inactive, PolyA inh inactive, KCNQ1 pot inactive, KCNK3 inh inactive, GSK3B inh 3 and RGS4 act inactive.
`CC(OC(=O)CNC(=O)c1cccc(F)c1)C(=O)NC1CCCCC1C` (stereo not drawn) gave KCNQ1 inh inactive, KCNK9 block inactive, hERG rescue -14, DYRK1A inh 4, GSK3A inh 0, RGS4 inh inactive, KCNQ1 pot inactive, KCNK3 inh inactive, GSK3B inh -1 and RGS4 act inactive.
Screening Cc1ccc(C2=NN(C(=O)CCC(=O)O)C(c3cccc([N+](=O)[O-])c3)C2)cc1 (stereo not drawn) returned KCNQ1 inh inactive, KCNK9 block inactive, hERG rescue -3, DYRK1A inh -4, GSK3A inh 0, RGS4 inh inactive, PolyA inh inactive, KCNQ1 pot inactive, KCNK3 inh inactive, GSK3B inh -2 and RGS4 act inactive.
O=C(CCc1nnc(Cc2ccc(-c3ccccc3)cc2)o1)N1CCCC1 was read as KCNQ1 inh inactive, KCNK9 block inactive, hERG rescue -6, DYRK1A inh -3, GSK3A inh 1, RGS4 inh inactive, PolyA inh inactive, KCNQ1 pot inactive, KCNK3 inh inactive, GSK3B inh 0 and RGS4 act inactive.
For CN1OC(c2ccccc2)=C(CO)C1c1ccccc1 (stereo not drawn) the results were KCNQ1 inh inactive, KCNK9 block inactive, hERG rescue -3, DYRK1A inh -6, GSK3A inh -1, RGS4 inh inactive, PolyA inh inactive, KCNQ1 pot inactive, KCNK3 inh inactive, GSK3B inh 0 and RGS4 act inactive.
Screening COc1ccc(OCc2cc(C(=O)NC3CCOC(C)(C)C3)no2)c2ccccc12 (stereo not drawn) returned KCNQ1 inh inactive, KCNK9 block inactive, hERG rescue -9, DYRK1A inh 18, GSK3A inh 0, RGS4 inh inactive, PolyA inh inactive, KCNQ1 pot inactive, KCNK3 inh inactive, GSK3B inh -4 and RGS4 act inactive.
